Source: PubChem BioAssay
CHO parental Ca: ATP-evoked calcium signal inhibitors, parental CHO, primary screen, counter-screen for OX1R antagonist project, cell-based, fluorescence, Fluo-8 calcium dye; parental CHO-K1, ATP-induced calcium, Fluo-8 fluorescence; inhibition, % at 5.6 µM; AID 463079, 2010; actives 0.63% (n = 330,000);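 active = inhibition above that plate's mean sample inhibition plus 3 SD, cut at about 26% in these data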;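 note: 0% = ATP-challenged DMSO wells and 100% = DMSO wells without ATP; some compounds past the cut are filed as inactive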
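Measured by: calcium-sensitive Fluo-8 fluorescence / Test system: CHO parental line / Controls: ATP-challenged DMSO wells low, unchallenged DMSO wells high / Measure: % inhibition / Compound: single nominal dose of 5.6 µM per compound / Replicates: single well per compound, no replicates / Reagent: ATP as calcium-mobilizing challenge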
M1 ag: human M1 muscarinic receptor agonists, primary screen, Fluo-8 calcium fluorescence, CHO-K1 cells, HTS. actives 0.33% (n = 360,000). activation, % at 3 µM. CHO-K1 hM1, agonist mode; 0% DMSO, 100% acetylcholine EC100. Muscarinic acetylcholine receptor M1 (Homo sapiens), P11229;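 active = activation above the run's mean compound activation plus 3 SD, cut at about 16% in these data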;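 note: peak over basal fluorescence ratio within a 140 s kinetic read after compound addition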
Target sequence (P11229 whole entry, looked up): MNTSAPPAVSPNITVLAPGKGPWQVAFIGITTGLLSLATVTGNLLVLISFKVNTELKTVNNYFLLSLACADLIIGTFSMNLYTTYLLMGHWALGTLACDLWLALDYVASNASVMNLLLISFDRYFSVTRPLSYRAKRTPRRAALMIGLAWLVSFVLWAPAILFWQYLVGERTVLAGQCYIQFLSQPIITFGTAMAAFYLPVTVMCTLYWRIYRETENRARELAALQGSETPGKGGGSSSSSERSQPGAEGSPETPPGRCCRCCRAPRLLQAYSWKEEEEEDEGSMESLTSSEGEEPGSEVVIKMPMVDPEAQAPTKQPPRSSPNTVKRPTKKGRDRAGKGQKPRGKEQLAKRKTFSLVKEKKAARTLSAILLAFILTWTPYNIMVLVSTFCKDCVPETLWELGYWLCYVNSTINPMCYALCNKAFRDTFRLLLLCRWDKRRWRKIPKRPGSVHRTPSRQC
M1 PAM parental: nonselective calcium activators in parental CHO-K1 cells, primary screen, counter-screen for M1 PAM project, cell-based, Fluo-8 calcium fluorescence, full deck, 1536-well. AID 602247, 2012. actives 0.02% (n = 360,000). ATP EC20; 0% at ATP EC20, 100% at ATP max. activation, % at 3 µM;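 active = activation above the run cutoff, the mean activation of all test compounds plus 3 SD, cut at about 40% in these data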;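 note: peak over basal fluorescence ratio in a 140 s read after ATP addition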
TAAR1 ag: human TAAR1 agonists, primary screen, Fluo-8 calcium fluorescence, CHO RD-HGA16 cells; activation, % at 3 µM; Trace amine-associated receptor 1 (Homo sapiens), Q96RJ0; AID 624467, 2012; vehicle wells 0%, saturating PEA agonist 100%; actives 0.99% (n = 360,000);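 active = activation above the mean activation of all test compounds in the run plus 3 SD, cut at about 38% in these data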
Target sequence (Q96RJ0 whole entry, looked up): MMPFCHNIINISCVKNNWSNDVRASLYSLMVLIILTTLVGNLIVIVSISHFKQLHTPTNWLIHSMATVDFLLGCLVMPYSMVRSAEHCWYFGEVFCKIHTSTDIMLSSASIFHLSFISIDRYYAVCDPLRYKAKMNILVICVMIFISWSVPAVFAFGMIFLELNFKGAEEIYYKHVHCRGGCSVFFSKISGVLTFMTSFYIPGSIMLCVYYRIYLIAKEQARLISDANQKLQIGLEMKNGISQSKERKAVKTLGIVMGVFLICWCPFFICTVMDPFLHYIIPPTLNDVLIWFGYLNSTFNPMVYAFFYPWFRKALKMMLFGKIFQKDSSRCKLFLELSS
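Test system: RD-HGA16 (CHO) cells co-expressing Gα16 and hTAAR1 | Doses: Single dose, 3 µM | Schedule: 17-24 h seeding, 75 min 37 °C dye, 30 min RT | Evaluation: % activation from peak over basal fluorescence ratio, DMSO-to-PEA scaled | Technique: Kinetic Fluo-8 calcium fluorescence | Benchmarks: Low control DMSO, high control PEA (EC100)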
CHO-K1 Ca antag: M1 antagonist counterscreen hit in parental CHO-K1 cells; actives 0.6% (n = 360,000); inhibition, % at 3 µM; ATP-induced calcium, Fluo-8 fluorescence;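 active = inhibition above a per-plate cutoff, the plate's mean sample inhibition plus 3 SD, cut at about 24% in these data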;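 note: 0% = DMSO plus EC80 ATP and 100% = DMSO alone without ATP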
TAAR1 antagonist: human TAAR1 antagonists, primary screen, Fluo-8 calcium fluorescence, CHO RD-HGA16 cells; Trace amine-associated receptor 1 (Homo sapiens), Q96RJ0; antagonist; inhibition, % at 3 µM; actives 1.5% (n = 360,000); AID 624466, 2012;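 active = inhibition above a per-plate cutoff, the mean inhibition of test compounds on that plate plus 3 SD, cut at about 49% in these data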;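 note: 0% = DMSO plus EC80 beta-PEA response and 100% = DMSO alone without agonist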
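Test system – hTAAR1-expressing CHO RD-HGA16 cells, Gα16-coupled · Reagent – β-PEA at EC80 concentration, post-compound challenge · Compound dosing – 3 µM, single point · Timing – 140 s kinetic read after compound, 140 s after agonist · Detection – Fluo-8 intracellular calcium dye fluorescence, real-time kinetic reads · Control set – DMSO and EC80 PEA controls · Repeats – n of 1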
M1 PAM: human M1 muscarinic receptor positive allosteric modulators, primary screen, CHO-K1 cells, Fluo-8 calcium fluorescence, 1536-well. Muscarinic acetylcholine receptor M1 (Homo sapiens), P11229. CHO-K1 hM1, ACh EC20; 0% = ACh EC20, 100% = maximal ACh. activation, % at 3 µM. actives 0.088% (n = 360,000); in the data active = activation above about 19%, passing the limit was not always enough
CHRM1 antagonist: human M1 muscarinic receptor antagonists, primary screen, CHO-K1 cells, Fluo-8 calcium fluorescence, 1536-well; Muscarinic acetylcholine receptor M1 (Homo sapiens), P11229; CHO-K1 hM1, ACh EC80 antagonist; inhibition, % at 3 µM; actives 1.3% (n = 360,000);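 active = percent inhibition above its own plate's cutoff, namely the mean of that plate's compound wells plus 3 SD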;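 note: peak over basal fluorescence ratio during 140 s after agonist addition; 0% = ACh EC80 plus DMSO and 100% = DMSO alone without agonist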
M1 ag parental: counter-screen for M1 agonists: effect in parental CHO-K1 cells | Fluo-8 calcium fluorescence; scaled to maximal ATP response, vehicle zero | activation, % at 3 µM | actives 0.48% (n = 360,000) | AID 602248, 2012; in the data active = activation above about 15%;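 note: untransfected CHO-K1 host cells lacking M1 receptor as counterscreen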
* marks the source's active call; other numbers are inactive results; . = not tested or not shown.

SMILES	CHO parental Ca	M1 ag	M1 PAM parental	TAAR1 ag	CHO-K1 Ca antag	TAAR1 antagonist	M1 PAM	CHRM1 antagonist	M1 ag parental
CCC(C)(C)C1CCc2[nH]nc(C(=O)NCc3ccccn3)c2C1 (stereo not given)	-44	-7	17	11	-17	10	9	-11	0.5
COc1ccc(O)c(CN2CC3CCC(CC3)C2)c1	.	-6	7	0	-20	-8	-16	9	0.1
O=C(COc1ccccc1-c1ccccc1)N/N=C/c1cccc2ccccc12	-3	0	5	18	1	27	8	-29	0.2
CCOC(=O)[C@H]1[C@H]2COc3ccc(OC)cc3[C@@H]2N2C(=O)CN(Cc3ccc(OC)cc3)C(=O)[C@@]12C	-33	-2	14	7	-20	17	-1	-5	1.7
Cc1ccc(NC(=O)C2CCCN(C(=O)c3ccc(Cl)cc3)C2)cc1S(=O)(=O)N1CCOCC1 (stereo not given)	-10	-5	3	6	-15	10	3	-4	6.9
COCCCn1c(SCC(=O)NC2CCCC2)nnc1-c1cccs1	-9	-3	-9	1	-3	-13	14	-20	0.6
C[C@@H](NC(=O)[C@@H]1CCCN1C(=O)[C@@H]1CCCN1C(=O)c1cccc(Cl)c1)c1ccccc1	.	.	-1	2	-14	-14	.	.	1.0
Cc1cc(NC(=O)CSc2nnc(-c3ccco3)n2C)no1	0	-4	10	2	-11	3	6	-7	0.6
COc1cc(Nc2ncnc(N)n2)cc(OC)c1	2	-2	18	0	-7	2	10	-2	0.0
CC(C)C(OC(=O)c1cccs1)C(=O)NC1CCCCC1 (stereo not given)	-19	-5	0	6	-10	-16	0	1	-0.3
COc1ccc(C2C3=C(CC(C)(C)CC3=O)Nc3n[nH]c(C)c32)cc1 (stereo not given)	-23	-1	7	5	-1	16	7	-9	-0.1
N/C(=N\S(=O)(=O)c1cccs1)c1ccccc1	0	-1	-6	2	7	13	0	-19	0.3
COc1ccc(Br)c2c1C(=O)CC2	-4	-1	4	1	-5	-3	25	-10	1.0
O=C1C(Cl)=C(N2CCCCCC2)C(=O)N1c1ccccc1Cl	-9	-7	3	13	-15	17	-7	0	-0.6
CC(C)CC1NC(=O)N(Cc2cc(=O)n3ccsc3n2)C1=O (stereo not given)	-6	-4	6	2	1	7	-2	3	0.2
CC(C)(C)C(=O)OC/C(N)=N/OC(=O)c1ccccc1	-30	-2	4	5	-7	-14	1	0	-0.3
C#CCN(C[C@@H]1[C@@H](OC(=O)NCc2ccco2)[C@@H](OC(=O)NCc2ccco2)Cn2c(=O)ccc(=O)n21)S(=O)(=O)c1ccc(C)cc1	.	-5	21	3	-13	-1	5	-8	0.7
COc1cc(/C=N/O)cc(Br)c1OCc1cccc(Cl)c1	-16	-5	3	11	-3	17	-3	-24	-0.1
COc1ccc(CCC(=O)Nc2cccc(Cl)c2)cc1	-16	-10	11	-2	-6	14	-2	5	5.2
COc1ccccc1N1CN(S(=O)(=O)c2ccc(C)cc2)c2nc3ccccc3nc21	-16	-1	-10	3	-2	-18	-3	-1	0.2
CCOC(=O)Cn1c(-c2cccnc2Cl)nc2cc(Cl)c(Cl)cc21	-16	-3	14	1	-15	19	8	-11	0.6
O=C1C(=O)N(c2ccccn2)C(c2ccc(F)cc2)/C1=C(/O)c1ccc(Br)cc1 (stereo not given)	1	-3	17	0	-13	-13	5	-13	0.2
CCOC(=O)c1c(CS(=O)(=O)c2ccccc2)n(C)c2cc(Br)c(O)c(CN(C)C)c12	-17	-16	8	3	-1	7	2	-2	2.0
CC(C)[C@H](NC(=O)c1ccc(Cl)cc1)C(=O)Nc1cccc(S(=O)(=O)N2CCOCC2)c1	.	-6	-3	0	13	-13	3	-13	0.7
O=C1c2cccnc2C(Nc2ccc(S(=O)(=O)N3CCCCCC3)cc2)N1Cc1ccccc1 (stereo not given)	-11	-5	-2	12	-14	-2	0	-5	0.8
Cc1ccc(C(=O)N[C@H](C(=O)Nc2ccc(N3CCOCC3)cc2)C(C)C)cc1	.	-3	2	0	2	-25	10	-13	5.0
O=C(NC(=S)Nc1ccc(CN2CCOCC2)cc1)c1cccc(F)c1	.	-3	13	4	-8	-12	-1	0	3.9
CCCCn1c(SCC(=O)NC2CCCC2)nc2ccccc2c1=O	-14	-3	9	-1	5	-4	0	6	0.1
CN(c1ccc(C(=O)COC(=O)C2CC2)cc1)S(C)(=O)=O	-5	0	12	5	-10	-6	14	-16	0.6
Cc1ccc(SCC(=O)Nc2ccc(S(=O)(=O)Nc3ncccn3)cc2)cc1	-5	-2	-6	12	-1	7	-2	18	8.2
CC1=C(C(=O)Nc2ccccc2)C(c2ccncc2)C(C#N)=C(SCC(=O)NC2CC2)N1 (stereo not given)	-20	-4	8	2	-1	10	0	6	0.1
COc1ccc(N2C(=O)C(CC(=O)Nc3ccc(F)cc3)N(CCc3ccc(OC)c(OC)c3)C2=O)cc1 (stereo not given)	-33	-6	16	6	-8	16	4	-8	3.4
O=S(=O)(Nc1cc(Cl)ccn1)c1ccc(Cl)cc1	-12	-2	17	6	-12	-2	-5	13	0.2
CSc1nc2nc3c(c(=O)n2[nH]1)CCCC3	-6	-3	9	9	1	2	1	0	-0.1
CC1CCCCN1CC(=O)c1c[nH]c2ccccc12 (stereo not given)	-6	-5	-6	13	-13	-20	8	-13	0.4
COc1ccc(/C=C/C(=O)OCC(=O)NCCNC(=O)COC(=O)/C=C/c2ccc(OC)cc2)cc1	-6	4	13	7	16	-8	12	-6	3.8
O=C(COc1ccccc1)NC(=S)Nc1cccc2cc(O)ccc12	-2	19*	10	72*	4	45	10	-4	11
Cc1noc(COc2ccccc2OCC(O)CNC(C)(C)C)n1 (stereo not given)	-8	-5	5	3	0	-11	0	-1	-0.3
CCN(C(=O)COC(=O)c1ccccc1Nc1cccc(C)c1C)C1CCS(=O)(=O)C1 (stereo not given)	-13	-2	5	12	6	-3	1	-3	-0.4
CCN(CC(=O)Nc1cccc(OC)c1)C(=O)c1ccco1	-6	8	-1	0	6	-17	0	2	5.4
O=C1OC(Nc2ccc(F)c([N+](=O)[O-])c2)c2ccccc21 (stereo not given)	-3	-3	12	3	-5	-38	4	-6	1.4
COc1ccc([C@H]2N[C@]3(CCCN(Cc4ccc(F)cc4)C3=O)[C@H]3C(=O)N(C)C(=O)[C@@H]23)cc1	.	-2	-8	9	10	-9	-4	12	0.1
CN(C)S(=O)(=O)c1cccc(NC(=O)c2ccc(N3CCOCC3)c([N+](=O)[O-])c2)c1	-12	-7	5	14	-8	23	-21	23	7.0
O=C(NC1C2CC3CC(C2)CC1C3)C1CCCCC1 (stereo not given)	0	-4	11	6	-6	-5	13	-24	0.1
COc1ccccc1NS(=O)(=O)c1ccc(O)cc1	-2	-2	18	1	-4	-1	8	0	1.6
COc1ccc(CN2CCNC(=O)C2CC(=O)N2CCCCO2)c(OC)c1 (stereo not given)	-2	-4	20	4	-3	3	2	-1	0.2
O=C(O)C[C@H]1c2cc(C(F)(F)F)ccc2S(=O)(=O)N1C1CCCC1	4	0	-6	12	-8	-10	12	2	-0.4
Cc1cc(O)c2/c(=N\N)c(-c3csc(C)n3)coc2c1	-11	-3	15	1	-7	2	10	-17	0.7
O=C(Nc1ccccc1Cl)c1ccc(Cl)cc1Cl	-23	-13	-6	3	9	14	9	-7	-0.8
Cc1cc(C(=O)COC(=O)C2=NNC(=O)CC2)c(C)n1-c1cccc(C(F)(F)F)c1	-10	-5	20	11	-4	8	-3	-4	4.6

(next part)
SMILES	CHO parental Ca	M1 ag	M1 PAM parental	TAAR1 ag	CHO-K1 Ca antag	TAAR1 antagonist	M1 PAM	CHRM1 antagonist	M1 ag parental
Cc1ccc(N2C(=O)C3ON(c4ccccc4)C(CC(C)C)C3C2=O)cc1 (stereo not given)	-16	-7	12	0	-13	-23	3	-9	0.9
CC(C)N(CCCNC(=O)Cn1ncc2c([nH]c3ccccc32)c1=O)Cc1ccccc1	-20	-13	23	0	-15	-28	3	-21	-0.3
COc1ccc(-c2c(C(=O)c3ccccc3)[nH]c(N)c2C(=O)NCc2ccccc2)cc1OC	.	.	10	11	-2	8	.	.	2.9
Cc1nc(NC(=O)COC(=O)CCC(=O)c2cccs2)c(Cl)cc1Cl	-10	-6	31	-1	-8	13	17	-12	0.5
COc1ccccc1Nc1nc(N)nc(CN2CCN(c3ccccc3)CC2)n1	-7	-7	17	7	-8	-3	6	-12	0.5
C(=N\n1cnnc1)/c1cn(Cc2ccccc2)c2ccccc12	8	-4	6	13	-20	-22	-1	9	1.7
C/C(=C(\C#N)C(=O)NCc1ccccc1)N(C)C	-8	0	16	5	-9	9	8	-12	0.7
CCOC(=O)c1oc2ccc(Br)cc2c1NC(=O)CN1CCN(C)CC1	-10	-10	19	1	-3	-6	-4	-36	1.4
CCOC(=O)c1cc(NC(=O)Nc2nc3ccccc3s2)c(C)nc1C	-4	-3	26	3	-9	-3	6	-4	1.5
O=C(NCc1cn(-c2ccccc2)nc1-c1ccc(F)cc1)c1cccc([N+](=O)[O-])c1	-2	-2	17	3	-4	19	-4	-1	2.6
CCc1nc2ccc(C(=O)NCc3ccc4c(c3)OCO4)cn2c1N(C)C(=O)Cc1ccccc1	.	-7	5	1	8	-7	4	-6	1.9
CCOc1ccc2nc(NC(=O)CN3CCC(n4nnc5cc(C(F)(F)F)ccc54)CC3)sc2c1	-25	-3	5	3	1	-1	7	0	0.0
CCOC(=O)c1c(N)c(C#N)c2n1CCCC2	-4	-5	11	1	-8	-1	-5	10	0.4
CSc1cccc(NC(=O)CN(C)S(=O)(=O)c2cnc[nH]2)c1	9	4	7	1	12	3	16	-16	0.4
O=C(CCCCCn1c(=O)[nH]c2ccccc2c1=O)NCCCN1CCN(c2ccccc2F)CC1	-18	-1	10	13	3	6	-5	12	2.7

An excerpt from above in order of formula weight, descending.
SMILES	CHO parental Ca	M1 ag	M1 PAM parental	TAAR1 ag	CHO-K1 Ca antag	TAAR1 antagonist	M1 PAM	CHRM1 antagonist	M1 ag parental
CCc1nc2ccc(C(=O)NCc3ccc4c(c3)OCO4)cn2c1N(C)C(=O)Cc1ccccc1	.	-7	5	1	8	-7	4	-6	1.9
CSc1cccc(NC(=O)CN(C)S(=O)(=O)c2cnc[nH]2)c1	9	4	7	1	12	3	16	-16	0.4
CCOC(=O)c1c(N)c(C#N)c2n1CCCC2	-4	-5	11	1	-8	-1	-5	10	0.4

Compounds as they come (roughly 4.4% active in at least one column).
